Screening data as filed in PubChem BioAssay.
TWEAK-Fn14 inh = inhibitors of TWEAK-Fn14 signaling, primary screen, luciferase reporter cells, uHTS; actives 2% (n = 360,000); TWEAK-stimulated Fn14 reporter cells, luciferase luminescence, 8 h; inhibition, % at 10 µM; in the data active means inhibition above about 50%
CF NFkB block = inhibitors of PAF-induced NF-kB signaling, primary screen, cell-based, GFP fluorescence, uHTS. KKLEB NF-kB-GFP reporter, GFP fluorescence overnight. inhibition, % at 5 µM. actives 0.86% (n = 360,000). AID 588850, 2011;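 active means at least 50% inhibition at 5 µM, scaled per plate between neutral and stimulator controls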;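 further: PAF is a Pseudomonas aeruginosa culture filtrate used as stimulus; plate controls were PAF-stimulated DMSO wells for no effect and unstimulated DMSO wells for full effect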
HIF-2a inh = HIF-2a reporter inhibitors, primary screen, luminescence, 786-0 RCC cells; 786-0 RCC cells HIF-2a reporter, luciferase luminescence, overnight; inhibition, % at 18.8 µM; actives 0.72% (n = 360,000);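 active means inhibition of the luminescence signal of 40% or more relative to plate controls, in a single-dose primary screen at 18.75 µM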
Peg3 promoter = Peg3 promoter-driven luciferase inhibitors, primary screen, cell-based, HeLa, luciferase luminescence; HeLa PEG-Prom luciferase reporter, overnight; inhibition, % at 20 µM; actives 1.7% (n = 360,000); AID 588405, 2011;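 active means inhibition of at least 50% at 20 µM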
Shn3 3UTR inh = reduction of Shn3 3'UTR firefly luciferase signal, primary screen, Schnurri-3 inhibitor project, cell-based, Clone20 osteoblasts, set 2; inhibition, % at 12.5 µM; Clone20 osteoblast Shn3 3'UTR firefly luciferase, 24 h; actives 0.52% (n = 360,000);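 active means mean inhibition of at least 75% with every replicate also reaching 75%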;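 further: 0% = median of neutral control wells and 100% = pilot-screen positive control compound; some compounds past the cut are filed as inactive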
NR2E3 ag-1 = inhibitors of NR2E3-RetCOR corepressor binding, primary screen, NR2E3 agonist project, biochemical, TR-FRET, GST-NR2E3, biotin-RetCOR; actives 0.12% (n = 320,000); inhibition of corepressor binding, % at 4.78 µM; AID 2300, 2010; 1536-well;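 active means percent inhibition above the cutoff of mean plus 3 SD of all tested compounds, set per screening campaign, cut at about 20% in these data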;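 further: 0% = DMSO wells and 100% = biotin wells as full block of FRET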
Target sequence (Q9Y5X4 whole entry, looked up): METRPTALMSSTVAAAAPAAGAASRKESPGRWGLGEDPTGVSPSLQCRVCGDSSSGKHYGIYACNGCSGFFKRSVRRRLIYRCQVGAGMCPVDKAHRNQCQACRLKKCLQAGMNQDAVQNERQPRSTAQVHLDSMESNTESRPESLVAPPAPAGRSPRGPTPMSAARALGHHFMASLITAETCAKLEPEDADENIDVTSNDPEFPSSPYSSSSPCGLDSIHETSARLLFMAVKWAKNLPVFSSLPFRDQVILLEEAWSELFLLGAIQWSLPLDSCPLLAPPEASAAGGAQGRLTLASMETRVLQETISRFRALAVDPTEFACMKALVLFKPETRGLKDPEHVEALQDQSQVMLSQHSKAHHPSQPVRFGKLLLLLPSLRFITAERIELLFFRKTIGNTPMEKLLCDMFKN
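System: GST-tagged NR2E3 plus biotinylated RetCOR corepressor; Buffer or medium: pH 7.5 Tris-based buffer; Probe or stimulus: RetCOR corepressor, biotinylated, 7 nM; Doses: compound at 4.8 µM, single dose; Schedule: 5 h incubation at 4 °C; Technique: time-resolved FRET; Evaluation: percent inhibition of TR-FRET ratio; Replication: one well per compound, singlicate testing.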
NR2E3 ag-2 = NR2E3 agonists in two-hybrid cells, primary screen, cell-based, luminescence, CHO-S, Gal4-NCOR/VP16-NR2E3; luciferase; inhibition of corepressor binding, % at 3.98 µM; actives 0.35% (n = 360,000); AID 602229, 2012;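 active means inhibition above the mean of all tested compounds plus 3 SD, cut at about 70% in these data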;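 further: 0% = DMSO with NR2E3 transfected cells and 100% = cells lacking NR2E3 construct; higher means lower luciferase signal from less NR2E3 corepressor binding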
KKLEB cytotox = cytotoxicity in KKLEB CF airway cells, primary screen, cytotoxicity control for CF NF-kB inhibitor project, cell-based, uHTS, fluorescence assay plates; KKLEB CF airway cells viability, ATPlite luminescence, overnight; stronger effect = lower value; cells stimulated with P. aeruginosa culture filtrate; activity change (cytotoxicity), % at 5 µM; actives 0.36% (n = 360,000); AID 602141, 2011;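 active means corrected activity change at or below -50% at 5 µM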
iPSC survival up = enhancers of single-cell hiPSC survival, primary screen, ATPlite luminescence | 100% = ROCK inhibitor wells, 0% = DMSO | survival enhancement, % at 20 µM | actives 0.044% (n = 360,000); in the data active means survival enhancement above about 18%;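 further: cells exposed to compounds for 16 hours before the ATP read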
aDG glyco act = activators of alpha-DG glycosylation, primary screen, uHTS, Pro5-aDG cells, AlphaScreen; alpha-DG glycosylation AlphaScreen (IIH6); 0% Pro5, 100% B10-LARGE cell signal; activation, % at 10 µM; actives 0.22% (n = 360,000); AID 624168, 2012;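 active means activation of at least 8% versus controls, or a plate z-score of at least 8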;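 further: Pro5 are CHO cells carrying HIG-tagged alpha-DG that lacks glycosylation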
MITF TRPM1 inh = inhibitors of MITF-dependent TRPM1 promoter reporter, primary screen, cell-based, SK-MEL-5, single point, luciferase. AID 488899, 2010. actives 0.83% (n = 330,000). inhibition, % at 12.5 µM. SK-MEL-5 TRPM1 promoter luciferase, 24 h;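 active means mean inhibition across replicates of 60% or more, whatever share of single replicates reaches that level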; further: values of inactives mirror those of a sister screen read the other way
* marks the source's active call; other numbers are inactive results; . = no result given.

Structure,TWEAK-Fn14 inh,CF NFkB block,HIF-2a inh,Peg3 promoter,Shn3 3UTR inh,NR2E3 ag-1,NR2E3 ag-2,KKLEB cytotox,iPSC survival up,aDG glyco act,MITF TRPM1 inh
O=C(NCCCn1ccnc1)c1cc(Cl)cc(Cl)c1,-3,-18,13,6,9,4,17,-2,-0.8,0.4,-2
CC1(C)CN(c2ccccc2)N(C(=O)c2ccc(F)cc2)C1=O,24,-3,14,11,-2,3,-3,6,2.0,1.0,5
CCc1ccc(C2NC(=S)NC3=C2C(=O)N(c2ccccc2OC)C(c2ccc(CC)cc2)N3)cc1 (stereo not given),32,-8,0,1,-39,2,-15,10,1.4,0.1,4
O=C(NCCN1CCOCC1)c1cc(-c2cccc(Cl)c2)on1,4,-5,-67,-10,15,4,2,0,-0.5,0.0,2
NNC(=S)NCc1ccccc1,10,5,15,7,1,2,-4,9,-0.4,0.2,-4
CC(Oc1ccccc1)C(=O)Nc1nnc(S(=O)(=O)Nc2ccccc2)s1 (stereo not given),1,29,4,14,6,1,-4,-2,5.5,-0.2,3
Cn1ncc2c(NCCc3ccccc3)nc(Cl)nc21,0,17,-86,-33,28,.,0,-13,0.7,1.2,-11
COc1ccccc1CNC(=O)[C@H](NC(=O)C1CCN(C(=O)[C@@H](N)CCSC)CC1)C(C)C,11,11,10,-1,-14,0,-28,-6,0.4,-0.3,-3
CCCc1nnc(NC(=O)CCS(=O)(=O)Cc2ccccc2)s1,12,1,-4,4,-32,3,-21,-1,0.3,0.5,-2
COC(=O)c1cccc(NC(N)=S)c1,-30,8,-9,12,12,0,-1,6,0.0,-0.5,4
O=C(CN1C(=O)c2ccc([N+](=O)[O-])cc2C1=O)Nc1nccs1,0,16,16,-6,-14,0,3,-8,-0.1,-0.3,9
O=C(Cc1cccc([N+](=O)[O-])c1)Nc1cccc(C(=O)N2CCOCC2)c1,-10,19,14,0,6,.,7,-1,-3.9,0.0,-5
c1ccc(-c2cc(-c3cc(-c4ccccc4)on3)no2)cc1,-17,7,-217,-376,-90,.,-13,-4,1.0,0.0,.
COc1ccc(S(=O)(=O)CCC(=O)N2CCN(c3ccc(F)cc3)CC2)cc1,2,5,15,8,9,0,-10,10,1.6,0.5,-19
FC(F)Oc1ccc(C2=Nn3c(nnc3-c3ccccc3Cl)SC2)cc1OCC1CC1,-29,18,5,14,-11,.,-14,-17,0.6,0.3,-16
O=C(COC(=O)c1cc(=O)[nH]c2ccccc12)NCc1ccc(Cl)cc1,-17,1,-2,5,6,4,-6,-2,-0.4,0.0,-9
CN(CC1CCCCO1)C(=O)c1cc(COc2ccc(F)cc2Cl)on1 (stereo not given),-32,12,-159,-181,-19,-2,-83,-12,0.0,0.1,-52
COc1ccc(N2C(=O)NC(NC(=O)c3ccncc3)(C(F)(F)F)C2=O)cc1 (stereo not given),16,-24,-19,-6,11,5,23,1,-1.6,0.0,6
COc1cccc(C(c2nnnn2CC2CCCO2)N2CCN(C(=O)c3ccco3)CC2)c1OC (stereo not given),4,9,0,5,9,2,7,-7,1.0,0.4,1
Cn1nnnc1SCC(=O)Nc1ccc(Oc2ccc(Cl)cc2)cc1,2,4,-13,0,-13,0,-8,-11,0.1,0.2,-5
Cc1ccc(CC(=O)NC2CCCc3ccccc32)cc1C (stereo not given),47,7,-3,13,-13,1,4,13,-0.3,0.1,17
CCOC(=O)c1cnc2ccccc2c1Nc1ccc2c(c1)OCCO2,92*,-15,32,21,43,-2,23,10,1.3,0.1,31
CC(=O)Nc1ccc(OCc2ccccc2)cc1[N+](=O)[O-],-9,-5,-146,-88,-1,.,-23,-1,-1.9,0.1,-20
O=[N+]([O-])c1ccccc1N/N=C1\CC2CC=CC12 (stereo not given),4,-16,-102,-95,-25,-2,-19,9,-2.3,-0.6,-40
COc1ccc(C(=O)Nc2cc(OC)ccc2OC)cc1,-12,1,-48,-22,-20,-1,-46,3,-3.7,0.0,14
Cc1ccc(C(=O)CN2/C(=C(\O)c3ccccc3)C(=O)c3ccccc3S2(=O)=O)c(C)c1,2,0,19,13,30,-3,14,7,-1.6,0.8,-5
Cc1ccc(S(=O)(=O)N(C)C[C@@H]2OCc3cnnn3CCCC(=O)N([C@@H](C)CO)C[C@H]2C)cc1,-7,7,7,-7,-10,.,-15,-6,-1.2,0.2,.
Cn1c(=O)c2c(nc(SCCCC#N)n2Cc2c(F)cccc2Cl)n(C)c1=O,0,0,6,6,14,2,-30,-2,1.6,-0.1,-4
CSc1ccccc1NC(=O)CN1CCN(Cc2ccccc2)CC1,-1,13,25,20,23,4,-21,-24,-0.4,-0.1,0
CNc1ccccc1C(=O)OCC(=O)Nc1ccc2c(c1)OCO2,-33,3,-84,-145,-36,1,1,-7,-0.6,-0.2,-23

Three compounds out of the list above, sorted by the value under TWEAK-Fn14 inh, high to low.
| mol | TWEAK-Fn14 inh |
| --- | --- |
| O=C(NCCN1CCOCC1)c1cc(-c2cccc(Cl)c2)on1 | 4 |
| Cc1ccc(S(=O)(=O)N(C)C[C@@H]2OCc3cnnn3CCCC(=O)N([C@@H](C)CO)C[C@H]2C)cc1 | -7 |
| CNc1ccccc1C(=O)OCC(=O)Nc1ccc2c(c1)OCO2 | -33 |

The listing continues.
Structure,TWEAK-Fn14 inh,CF NFkB block,HIF-2a inh,Peg3 promoter,Shn3 3UTR inh,NR2E3 ag-1,NR2E3 ag-2,KKLEB cytotox,iPSC survival up,aDG glyco act,MITF TRPM1 inh
Cc1ccnc(NC(=O)C23CC4CC(CC(C4)C2)C3)c1,0,5,-47,-20,-4,3,-8,7,-0.6,0.1,.
COc1ccc(N)cc1NC(=O)CN1CCCC1,-18,1,13,1,-5,2,-2,10,0.4,0.0,-1
OCCN(Cc1ccccc1)Cc1ccc(C(F)(F)F)cc1,5,-10,15,14,9,0,-11,-7,5.9,0.0,6
CC(C)n1nc(C(=O)OCC(=O)NCCc2ccc(S(N)(=O)=O)cc2)c2ccccc2c1=O,-4,-25,8,13,1,.,21,10,0.2,-0.1,-1
COc1cccc2c1OCC([C@@H]1C[C@H]3CN(Cc4cccc(Cl)c4)C(=O)[C@]34CCCN14)=C2,3,22,6,17,20,2,-12,-8,-1.4,0.2,15
CC(NC(=O)c1ccccc1)C(=O)N/N=C/c1ccco1 (stereo not given),-7,2,8,8,-3,-4,-2,2,-0.3,0.0,0
CC1(C(=O)NCc2ccc3c(c2)OCO3)CCN1C(=O)C1(c2ccc(Cl)cc2)CC1 (stereo not given),5,-14,15,4,0,.,10,14,5.3,0.0,.
Cc1cccc(NC(=O)CSc2nnc(-c3ccc(S(=O)(=O)N4CCCC4)cc3)o2)c1,-4,-1,-1,0,7,4,5,-11,1.5,-0.1,13
Cc1cc(S(=O)(=O)NC(=O)[C@H]2O[C@@H](n3cnc4c(N)ncnc43)[C@H](O)[C@@H]2O)ccc1Br,-19,-10,12,0,-9,.,26,-9,1.9,0.0,.
O=c1[nH]cnc2nc3n(c12)CCCCC3,-4,-14,16,7,8,-1,-5,7,-0.4,0.2,10
CC(=O)c1c(C)[nH]c(C(=O)COc2ccc(C#N)cc2)c1C,24,-15,15,-2,19,3,16,3,3.5,0.1,0
COc1ccc(CCn2ccc(O)c(Cc3c(F)cccc3Cl)c2=O)cc1OC,-1,4,-5,3,8,-2,-33,0,-0.8,0.9,2
O=C(Nc1ccccc1)c1cccc(C(F)(F)F)c1,-15,-16,-25,-27,-2,-7,-5,6,-1.2,0.1,-4
CS(=O)(=O)N(CC(=O)NCCSc1ccccn1)c1cccc2ccccc12,5,25,18,-7,-7,-3,7,-2,4.4,0.0,1
CCn1c(C)cs/c1=N\S(=O)(=O)c1ccccc1,9,8,-14,-42,-7,2,-2,-7,-1.2,0.3,1
CCOc1cc(/C=N/NC(=O)c2cc3c(ccc4ccccc43)o2)ccc1O,2,10,-12,6,9,.,15,-4,-0.3,-0.2,-2
CCOC(=O)CSc1nnc(-c2ccccc2)c(=O)[nH]1,-5,7,14,5,-13,-1,6,-6,1.2,0.0,7
CCOC(=O)c1cnc2c(-c3ccccc3)cnn2c1N,49,10,-231,-218,-72,0,-127,-34,-5.2,0.2,-56
C[C@@H](C(=O)CC(=O)OC(C)(C)C)[C@@H](O)c1ccccc1,0,-14,-31,4,-44,4,6,12,3.5,0.1,-4
Cc1ccc(C(=O)Nc2ccc(OCc3ccccc3)cc2)cc1[N+](=O)[O-],-18,0,7,6,7,9,-16,-6,-1.3,0.2,-4
CCCN1C2=NCCN2c2ccccc21,-5,-23,-3,-1,3,-2,-14,14,3.0,1.7,0
COc1ccc(N2CCN(CC(O)COc3cc(C)ccc3C)CC2)cc1 (stereo not given),-17,9,15,-1,9,-2,3,-17,-0.5,-0.1,8
CCCn1c(-c2ccc(OC)cc2)nc2ccccc21,-24,-18,-78,-45,6,-2,-40,5,-0.6,-0.1,-1
Cc1cc(=O)oc2cc(OCC(=O)Nc3cccnc3)ccc12,-12,-16,-47,-25,-5,.,-31,18,8.2,0.0,-21
CC1CCCN1CC#CC(O)(c1ccccc1)c1ccccc1 (stereo not given),0,-4,4,8,14,6,-12,4,-0.6,-0.1,.
C/C(=N\NC(=O)C1CCCC1)c1ccc(Cl)cc1,-27,24,-31,-50,-29,.,-29,-7,-0.4,0.3,-11
CCc1ccc(Nc2nnc(SCC(=O)NC(=O)c3cccn3C)s2)cc1,-27,-11,-23,-7,13,4,-33,-1,-2.0,-0.4,-3
CCOC(=O)c1cnc2ccc(Br)cc2c1NCC(C)O (stereo not given),1,-13,13,7,6,.,4,-13,1.9,0.0,14
CCSc1oc(-c2cccs2)nc1S(=O)(=O)c1ccccc1,10,5,1,13,16,1,4,-4,3.1,0.0,-13
CCOC(=O)c1cccc(P(=O)(C(C)(C)C)C(C)(C)C)c1,4,-2,5,20,-11,-5,-18,-6,-0.4,0.1,12
O=c1c2ccccc2nc(SCc2nnc(-c3ccccc3Br)o2)n1Cc1ccco1,6,-8,28,12,-18,-1,3,0,-2.0,0.1,3

No enrichment for hits. Share with any hit: about 4.4%.
